HttQ103 aggreg: mutant huntingtin aggregation inhibition; PC12 HttQ103-GFP aggregates, Acumen cytometry, 40 h; Potency, µM (doses to about 46.1 µM), without a hit: top-dose activity change, negative = inhibition, hits mostly inhibitors; hit rate 1.1% among 220,000; AID 1688; note: potency is the fitted concentration of half-maximal effect; % is set by controls: 0 for no effect and ±100 for the full control effect; nearly all actives have a fitted effect of over 60% in size
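Ecdysone-promoter PC12 model expressing HTT exon 1 Q103 fused to GFP, induced by tebufenozide at 100 nM final. Compounds titrated; aggregates sized 1–25 µm scored on a 488 nm laser cytometer.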
LMNA splice mod: LMNA splicing modulation; Potency, µM (titrated, usually from 46.1 µM), without a hit: at the top dose ratio change, negative = inhibition, hits mostly inhibitors; HeLa LMNA splicing GFP/RFP minigene ratio, 48 h; hit rate 0.01% among 200,000; active = well fitted inhibition curve with a large enough effect in the signal ratio, with a control signal flat, not every such curve was filed as active; inconclusive = small, poorly fitted or top-dose-only effect, or effect the other way, or a change in a side signal; the % refers to the signal ratio; note: potency is the fitted concentration of half-maximal effect; % is set by controls: 0 for no effect and ±100 for the full control effect
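S3 HeLa cells stably expressing lamin A-EGFP splicing minigene plus DsRed2, 600 cells/well, 48 h compound exposure at 37C. Laser-scanning cytometry; analysed as GFP (500-530 nm)/RFP (575-640 nm) total intensity ratio; 0.5% DMSO vehicle.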
CBFb-RUNX1 inh: CBF-beta/RUNX1 interaction disruption; AlphaScreen CBFb-His/RUNX1-biotin binding, biochemical; Potency, µM (top dose mostly 59.8 µM), inactives show at the top dose activity, negative = inhibition, actives largely listed as inhibitors; 230,000 tested, under 10 active; AID 1477; note: % of control where 0% means no effect
Target sequence (Q01196 whole entry, looked up): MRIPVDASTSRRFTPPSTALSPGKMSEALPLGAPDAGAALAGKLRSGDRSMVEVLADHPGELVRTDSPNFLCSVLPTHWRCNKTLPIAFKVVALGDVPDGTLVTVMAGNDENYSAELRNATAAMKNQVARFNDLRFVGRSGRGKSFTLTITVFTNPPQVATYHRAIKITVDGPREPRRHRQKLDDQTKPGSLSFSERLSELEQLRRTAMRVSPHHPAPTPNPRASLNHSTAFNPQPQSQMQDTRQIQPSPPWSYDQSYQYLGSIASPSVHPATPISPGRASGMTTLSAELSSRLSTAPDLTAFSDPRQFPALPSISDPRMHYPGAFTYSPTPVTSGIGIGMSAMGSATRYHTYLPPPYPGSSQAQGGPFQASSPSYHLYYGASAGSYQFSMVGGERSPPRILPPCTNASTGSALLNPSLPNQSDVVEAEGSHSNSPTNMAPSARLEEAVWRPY
Target sequence (Q13951 whole entry, looked up): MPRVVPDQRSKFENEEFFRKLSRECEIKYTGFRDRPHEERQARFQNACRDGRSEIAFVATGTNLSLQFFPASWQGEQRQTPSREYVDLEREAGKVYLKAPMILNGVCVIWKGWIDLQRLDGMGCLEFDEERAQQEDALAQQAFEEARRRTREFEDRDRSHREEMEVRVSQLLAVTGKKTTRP
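Compounds were screened at multiple concentrations against a preformed CBF-beta(His)/RUNX1(biotin) complex (30 nM of each) for 15 min at room temperature, followed by 90 min with nickel and streptavidin beads and AlphaScreen reading.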
IMPase Li inh: cell-permeable IMPase inhibitors with lithium potentiation. CHO-M1 cells, IP1 TR-FRET (IP-One), carbachol + lithium. Potency, µM (series often up to 59.4 µM), for inactives: at the top dose activity, negative = IMPase inhibition, most hits filed as inhibitors. hit rate 0.35% among 210,000. AID 1457;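 note: IP1 builds up when IMPase is blocked and the TR-FRET signal falls; potency is the fitted concentration of half-maximal effect; plate controls were basal vehicle for no effect and high inhibitor control for full effect; nearly all actives have a fitted effect of over 50% in size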
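Readout is a homogeneous TR-FRET IP1 immunoassay (Ex 320, Em 665 and 620), where raised cytosolic IP1 lowers signal. Cells were CHO-M1 treated 30 min at 37C with test compounds plus a little lithium; AC50 values came from Hill-equation fitting.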
Numbers without * were called inactive; ? = inconclusive; . = not tested or not shown; & = joins results of further samples; [ ] = remark or other dose. Unless noted, calls come from the whole dose curve; as a rule, active = well fitted curve in the direction sought with a large enough effect; inconclusive = small, poorly fitted or top-dose-only effect, or another doubt; inactive = no such curve, though single readings can be large; an effect the other way counts as inactive or inconclusive. The list is partial, so the mix of outcomes need not match the whole.

SMILES	HttQ103 aggreg	LMNA splice mod	CBFb-RUNX1 inh	IMPase Li inh
COCCn1c(=O)c(-c2cccs2)nc2cnc(Oc3ccccc3)nc21	.	-14%	.	3%
N#CCCn1c(=O)c(-c2cc(F)cc(F)c2)nc2cnc(N3CCOCC3)nc21	.	21%	.	4%
O=c1c(-c2ccc(F)cc2)nc2cnc(Oc3cccc(Cl)c3)nc2n1C[C@H]1CCCO1	.	?	.	20%
COCCn1c(=O)c(-c2ccc(Cl)cc2)nc2cnc(N3CCNCC3)nc21	.	?	.	8%
CN1CCN(c2ncc3nc(-c4cccs4)c(=O)n(-c4ccccc4)c3n2)CC1	.	-4%	.	?
N#Cc1cccc(-c2cncnc2NCc2cccs2)c1	.	11%	.	3%
COc1ccc2[nH]cc(CCNc3ccnc(-c4ccoc4)n3)c2c1	.	?	.	7%
Cc1ccccc1-c1cc(N2CCN(C)CC2)ncn1	.	0%	.	10%
COc1cccc(Nc2ncc3nc(-c4cn(C)c5ccccc45)c(=O)n(CCC#N)c3n2)c1	.	?	.	-3%
COc1cccc(Nc2ncc3nc(C)c(=O)n(-c4ccccc4)c3n2)c1	.	?	.	4%

Reformatted with two lines to a compound: 3 of the compounds above.
The line under a structure holds: HttQ103 aggreg, LMNA splice mod, CBFb-RUNX1 inh, IMPase Li inh
CN1CCN(c2ncc3nc(-c4cccs4)c(=O)n(-c4ccccc4)c3n2)CC1
    ., -4%, ., ?
O=c1c(-c2ccc(F)cc2)nc2cnc(Oc3cccc(Cl)c3)nc2n1C[C@H]1CCCO1
    ., ?, ., 20%
N#Cc1cccc(-c2cncnc2NCc2cccs2)c1
    ., 11%, ., 3%

New compounds follow
SMILES	HttQ103 aggreg	LMNA splice mod	CBFb-RUNX1 inh	IMPase Li inh
COc1ccc(-n2c(=O)c(-c3cccc(F)c3)nc3cncnc32)cc1	.	3%	.	5%
COc1ccc(-n2c(=O)cnc3cnc(OC)nc32)cc1	.	-3%	.	-2%
Cc1cnc(CNc2nc(-c3ccccc3C)nc3ccccc23)cn1	.	4%	.	6%
CCNc1ncc2nc(C)c(=O)n(Cc3ccc(F)cc3)c2n1	.	-7%	.	1%
Cc1cnc(CNc2ccnc(-c3ccccc3C)n2)cn1	.	6%	.	11%
COc1ccc2[nH]cc(CCNc3ncnc4ccc(-c5cccnc5)cc34)c2c1	.	?	.	26%
COc1ccc(-n2c(=O)c(-c3cccs3)nc3cnc(Nc4ccccc4)nc32)cc1	.	?	.	0%
COc1cccc(Nc2ncc3nc(C)c(=O)n(C)c3n2)c1	.	-15%	.	?
COc1ccccc1-c1cc(NCc2ccccc2)ncn1	.	-7%	.	-1%
Cc1nc2cnc(Nc3ccccc3)nc2n(Cc2ccc(F)cc2)c1=O	.	7%	.	-23%
Clc1ccccc1-c1nccc(NCc2cccs2)n1	.	?	.	29%
Cc1cnc(CNc2ncnc3ccc(-c4ccc5c(c4)OCO5)cc23)cn1	.	7%	.	22%
N#Cc1cccc(-c2nc3cnc(N4CCOCC4)nc3n(C[C@H]3CCCO3)c2=O)c1	.	-5%	.	6%
CN(C)c1ncc2nc(-c3cccc(C#N)c3)c(=O)n(C)c2n1	.	2%	.	2%
COc1cccc(-c2nc(NCc3cccs3)c3ccccc3n2)c1	.	?	.	20%
O=c1c(-c2cccs2)nc2cncnc2n1Cc1ccc(F)cc1	.	21%	.	9%
CC(=O)NCCNc1ncncc1-c1ccc(N(C)C)cc1	.	?	.	8%
c1csc(CNc2ncncc2-c2ccoc2)c1	.	-15%	.	16%
CN1CCN(c2ncc3nc(-c4cn(C)c5ccccc45)c(=O)n(CCC#N)c3n2)CC1	.	19%	.	-1%
CN(C)C(=O)c1ccc(-c2nc(Nc3ccccc3)c3ccccc3n2)cc1	.	?	.	5%
COc1ccccc1CNc1nc(-c2ccc3c(c2)OCO3)nc2ccccc12	.	?	.	24%
N#CCCn1c(=O)cnc2cnc(Oc3cccc(Cl)c3)nc21	.	-8%	.	13%
N#Cc1cccc(-c2cncnc2NCCc2cnc[nH]2)c1	.	4%	.	15%
COc1ccc(CNc2ncncc2-c2ccoc2)c(OC)c1	.	?	.	8%
COc1ccc(Oc2ncc3nc(-c4cn(C)c5ccccc45)c(=O)n(C)c3n2)cc1	.	8%	.	-5%
COCCn1c(=O)c(-c2ccc(F)cc2)nc2cnc(Nc3cccc(OC)c3)nc21	.	?	.	7%
Cc1cccc(CNc2cc(-c3c(C)noc3C)ncn2)c1	.	?	.	?
COc1ncc2nc(-c3ccccc3)c(=O)n(CCc3ccccc3)c2n1	.	2%	.	6%
FC(F)(F)c1ccccc1-c1cncnc1NCc1cccs1	.	1%	.	4%
COc1cccc(Nc2ncc3ncc(=O)n(Cc4ccc(F)cc4)c3n2)c1	.	?	.	-8%
COc1ccc(-n2c(=O)c(-c3cn(C)c4ccccc34)nc3cnc(N4CCOCC4)nc32)cc1	.	?	.	0%
COc1cccc(Cn2c(=O)cnc3cnc(OC)nc32)c1	.	-4%	.	-1%
COCCn1c(=O)c(CCc2ccccc2)nc2cnc(N(C)C)nc21	.	-5%	.	3%
Cn1c(=O)c(-c2ccc(F)c(F)c2)nc2cncnc21	.	7%	.	6%
O=c1c(-c2ccccc2)nc2cnc(Oc3cccc(Cl)c3)nc2n1C1CC1	.	?	.	10%
COc1cccc(-c2nc(NC3CCNCC3)c3ccccc3n2)c1	.	?	.	32%[activator]
COc1ccccc1CNc1ncnc2ccc(-c3ccc4c(c3)OCO4)cc12	.	?	.	8%
O=c1c(-c2ccccc2)nc2cnc(Oc3ccccc3)nc2n1C[C@H]1CCCO1	.	?	.	13%
COCCn1c(=O)c(CCc2ccccc2)nc2cnc(Oc3ccc(OC)cc3)nc21	.	?	.	11%
CN1CCN(c2ncc3ncc(=O)n(C4CC4)c3n2)CC1	.	6%	.	-6%

Next section; it opens with the five that closed the last part.
SMILES	HttQ103 aggreg	LMNA splice mod	CBFb-RUNX1 inh	IMPase Li inh
COc1cccc(-c2nc(NC3CCNCC3)c3ccccc3n2)c1	.	?	.	32%[activator]
COc1ccccc1CNc1ncnc2ccc(-c3ccc4c(c3)OCO4)cc12	.	?	.	8%
O=c1c(-c2ccccc2)nc2cnc(Oc3ccccc3)nc2n1C[C@H]1CCCO1	.	?	.	13%
COCCn1c(=O)c(CCc2ccccc2)nc2cnc(Oc3ccc(OC)cc3)nc21	.	?	.	11%
CN1CCN(c2ncc3ncc(=O)n(C4CC4)c3n2)CC1	.	6%	.	-6%
COc1ccc(Oc2ncc3nc(-c4ccc(F)cc4)c(=O)n(C4CC4)c3n2)cc1	.	3%	.	-23%
CS(=O)(=O)Nc1cccc(-c2cc(NCc3cccs3)ncn2)c1	.	6%	.	4%
FC(F)(F)c1ccccc1-c1nccc(NCCN2CCOCC2)n1	.	-1%	.	-7%
CN(C)c1ncc2nc(-c3cc(F)cc(F)c3)c(=O)n(C[C@H]3CCCO3)c2n1	.	12%	.	3%
CCOC(=O)COc1ccc2c(C)c(CCN(CC)CC)c(=O)oc2c1Cl	18%	.	23%	.
CCOC(=O)C(CCc1ccccc1)NC(C)C(=O)N1Cc2cc(OC)c(OC)cc2CC1C(=O)O (stereo not given)	11%	.	4%	.
O=C(O)Cc1ccc(CCNS(=O)(=O)c2ccc(Cl)cc2)cc1	-3%	.	17%	.
CC(C)CC(NC(=O)C(COC(C)(C)C)NC(=O)C(Cc1ccc(O)cc1)NC(=O)C(CO)NC(=O)C(Cc1c[nH]c2ccccc12)NC(=O)C(Cc1cnc[nH]1)NC(=O)C1CCC(=O)N1)C(=O)NC(CCCN=C(N)N)C(=O)N1CCCC1C(=O)NNC(N)=O (stereo not given)	8%	.	12%	.
CC1CCN(CCCC(=O)c2ccc(F)cc2)CC1	38%	.	12%	.
C=CC[C@@H]1/C=C(\C)C[C@H](C)C[C@H](OC)[C@H]2O[C@@](O)(C(=O)C(=O)N3CCCC[C@H]3C(=O)O[C@H](/C(C)=C/[C@@H]3CC[C@@H](O)[C@H](OC)C3)[C@H](C)[C@@H](O)CC1=O)[C@H](C)C[C@@H]2OC	35%	.	23%&3%	.

Ordered by SMILES length (rising): some entries from above
SMILES	HttQ103 aggreg	LMNA splice mod	CBFb-RUNX1 inh	IMPase Li inh
FC(F)(F)c1ccccc1-c1nccc(NCCN2CCOCC2)n1	.	-1%	.	-7%
O=C(O)Cc1ccc(CCNS(=O)(=O)c2ccc(Cl)cc2)cc1	-3%	.	17%	.
CC(C)CC(NC(=O)C(COC(C)(C)C)NC(=O)C(Cc1ccc(O)cc1)NC(=O)C(CO)NC(=O)C(Cc1c[nH]c2ccccc12)NC(=O)C(Cc1cnc[nH]1)NC(=O)C1CCC(=O)N1)C(=O)NC(CCCN=C(N)N)C(=O)N1CCCC1C(=O)NNC(N)=O (stereo not given)	8%	.	12%	.

(continued)
SMILES	HttQ103 aggreg	LMNA splice mod	CBFb-RUNX1 inh	IMPase Li inh
O=P(O)(O)OC[C@H](O)CO	12%	?	.	.
CC12CCC(C1)C(C)(C)C2=O (stereo not given)	5%	?	.	.
O=P(O)(O)OP(=O)(O)OP(=O)(O)O	25%	6%	.	.
CNC[C@@H](O)[C@@H](O)[C@H](O)[C@H](O)CO	8%	3%	.	.
Nc1c(CC(=O)O)cccc1C(=O)c1ccc(Br)cc1	3%	?	.	.
Cc1cc(O)c2ccccc2c1O	?	?	.	.
CC(C)=CCC/C(C)=C/C=C/C(C)=C/C=C/C(C)=C/C=C/C=C(C)/C=C/C=C(C)/C=C/C=C(\C)CCC=C(C)C	19%	?	.	.
CCCCC(CC)COC(=O)/C=C/c1ccc(OC)cc1 (stereo not given)	-20%	?	.	.
OCC(CO)NC1C[C@](O)(CO)[C@@H](O)[C@H](O)[C@H]1O (stereo not given in full)	-1%	?	.	.
CCCOc1ccc2nc(NC(=O)OC)sc2c1	-12%	?	.	.
[O]=[Bi][O]C(=O)[O][Bi]=[O]	14%	?	.	.
OC[C@@H](O)C(O[C@@H]1O[C@@H](CO)[C@H](O)[C@H](O)[C@H]1O)[C@H](O)[C@@H](O)CO (stereo not given in full)	9%	11%	.	.
CCOC(=O)c1cccnc1	0%	?	.	.
Oc1cc(O)cc(O)c1	10%	-3%	.	.

Screens from PubChem BioAssay.
